Screens as filed in PubChem.
AmpC inh det: blocks E. coli AmpC beta-lactamase in presence of detergent; P00811; purified AmpC, nitrocefin hydrolysis with detergent; Potency, µM (titrated, usually from 28.7 µM), for inactives: at the highest dose activity change, negative = inhibition; 71,000 compounds, 0.09% hits; AID 584; active = well fitted curve in the direction sought with a large enough effect
Target sequence (P00811 whole entry, looked up): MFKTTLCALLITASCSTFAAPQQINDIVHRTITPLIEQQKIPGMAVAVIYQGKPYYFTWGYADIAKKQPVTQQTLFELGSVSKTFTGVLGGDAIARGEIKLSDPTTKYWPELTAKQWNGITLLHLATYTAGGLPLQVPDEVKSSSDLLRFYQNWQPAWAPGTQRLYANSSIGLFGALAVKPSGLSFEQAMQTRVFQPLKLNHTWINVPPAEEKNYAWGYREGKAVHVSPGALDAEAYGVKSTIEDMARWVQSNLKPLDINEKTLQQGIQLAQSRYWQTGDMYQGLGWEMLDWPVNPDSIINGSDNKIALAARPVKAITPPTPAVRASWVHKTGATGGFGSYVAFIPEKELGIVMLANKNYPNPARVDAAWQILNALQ
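E. coli AmpC (5.3 nM) in 20 mM phosphate pH 7.0 with 0.01% Triton X-100, preincubated 15 min RT with compound; nitrocefin (2 uL of 800 uM stock) hydrolysis followed by 480 nm absorbance every 20 s over 4 min.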
Numbers without * were called inactive; & = joins results of further samples; [ ] = another dose, or the depositor's remark. % is set by controls: 0 for no effect and ±100 for the full control effect; potency is the fitted concentration of half-maximal effect. Only part of the results is shown; the hit share may differ from the screen's.

The opening 6 entries, ahead of the listing:
SMILES | AmpC inh det
Cn1c(CNc2nc(-c3ccccc3)cs2)nnc1SCC(=O)N1CCc2ccccc21 | 11%
Cc1ccc(-c2nnn(CC(=O)N(Cc3ccco3)C(C(=O)NC(C)(C)C)c3cccs3)n2)o1 (centres undefined) | -9%
Cc1ccc(C(C(=O)NC2CCCCC2)N(C(=O)c2csnn2)C2CC2)o1 (centres undefined) | -3%
N#C/C(=C/N1CCOCC1)c1ccccc1 | -4%
COCCn1nnnc1C(c1ccc2ncccc2c1)N1CCN(c2ccccc2F)CC1 (centres undefined) | 0%
C[C@H](NC(=O)c1ccc(Cl)c(Cl)c1)c1ccc(-c2ccccc2)cc1 | -2%[5.75 µM]

This part in full, from the start:
SMILES | AmpC inh det
Cn1c(CNc2nc(-c3ccccc3)cs2)nnc1SCC(=O)N1CCc2ccccc21 | 11%
Cc1ccc(-c2nnn(CC(=O)N(Cc3ccco3)C(C(=O)NC(C)(C)C)c3cccs3)n2)o1 (centres undefined) | -9%
Cc1ccc(C(C(=O)NC2CCCCC2)N(C(=O)c2csnn2)C2CC2)o1 (centres undefined) | -3%
N#C/C(=C/N1CCOCC1)c1ccccc1 | -4%
COCCn1nnnc1C(c1ccc2ncccc2c1)N1CCN(c2ccccc2F)CC1 (centres undefined) | 0%
C[C@H](NC(=O)c1ccc(Cl)c(Cl)c1)c1ccc(-c2ccccc2)cc1 | -2%[5.75 µM]
COc1ccc(-c2noc(Cc3ccccc3OC)n2)cc1 | 9%
COc1cc(-c2nnc(SCC#CCO)o2)cc(OC)c1OC | -4%
Cn1c(=O)c2c(SCC(=O)N3CCOCC3)nc(CC(C)(C)C)nc2n(C)c1=O | 14%
Cc1cc(=O)n2c(c1C#N)SC1CCCCC12O (centres undefined) | 0%
CCn1c(SCC(=O)n2c(C)c(C)c3ccccc32)nnc1-c1ccco1 | 11%
CCCCNC(=O)c1ccc2c(c1)ncn2C1CCCCC1 | -3%
CCOc1ccc2[nH]c(O)c(NC(C)=O)c2c1 | 11%
CCCCn1c(SCC(=O)Nc2cc(NC(=O)c3ccco3)ccc2C)nc2ccccc2c1=O | -1%
N#CC1=C(SCC(=O)NCc2ccccc2)NC(=O)CC1c1ccco1 (centres undefined) | -5%
CCCc1nc(N)c(C#N)c(N)c1C#N | 14%
CN(C)c1nc(-c2ccc3c(c2)OCO3)nc2ccccc12 | 10%
CNC(=O)Nc1cccc(C(F)(F)F)c1 | -5%
COc1cc(NC(=O)Cc2cccs2)cc(OC)c1 | -1%
O=C(Cn1cnc2ccccc2c1=O)OCC(=O)c1ccc2c(c1)OCCO2 | -5%

Overlap with the part before: two entries, then new ones.
SMILES | AmpC inh det
COc1cc(NC(=O)Cc2cccs2)cc(OC)c1 | -1%
O=C(Cn1cnc2ccccc2c1=O)OCC(=O)c1ccc2c(c1)OCCO2 | -5%
COc1cccc(NC(=O)CNC(=O)c2cccs2)c1 | -3%
COc1cccc(C(=O)Nc2ccc(C(=O)O)cc2)c1 | -5%
CCCc1cc(=O)[nH]c(SCC(=O)N(C)CC(=O)Nc2ccccc2CC)n1 | -3%
O=C(c1ccccc1S(=O)(=O)NCc1ccccc1)N1CCCC1 | 9%
O=C1CC(c2ccc(Cl)cc2)n2nc(N3C(=O)c4ccccc4C3=O)nc2N1 (centres undefined) | 2%
COc1cccc(C(=O)NCc2n[nH]c(=S)n2-c2cccc(C)c2)c1 | 0%
Cc1c(F)cccc1NC(=O)CCC(=O)O | -2%
Cc1ccccc1-c1cc(-c2ccccc2O)n[nH]1 | -5%
COc1cccc(N2C(=O)C3CC=C(Cl)CC3C2=O)c1 (centres undefined) | -4%
O=C(Cc1c(O)c2ccccc2[nH]c1=O)NCc1ccc(F)cc1 | 16%
COC(=O)c1c(NC(=O)Cc2cccs2)sc2c1CCCC2 | 2%
CCN1CCN(CCCNC(=O)c2cc3sccc3n2CC)CC1 | 12%
O=C(NCC1CCCO1)C1C2C=CC3(CN(Cc4cccs4)C(=O)C13)O2 (centres undefined) | -2%
CC(O)CCC(=O)NCCNC(=O)CCC(C)O (centres undefined) | -1%
Nn1c(-c2ccco2)n[nH]c1=S | 18%
CCCCn1c(CN2C(=O)c3ccccc3C2=O)nc2ccccc2c1=O | -2%
CCc1cccc(CC)c1N(COC)C(=O)Cn1c(CO)nc2ccccc21 | -4%
CC(=O)c1c(C)[nH]c(C(=O)N2CCN(C(=O)c3ccco3)CC2)c1C | -2%
CCN(CC)C(=O)N1CCN(S(=O)(=O)c2ccc(C)c(C)c2)CC1 | -4%
COc1c(S(=O)(=O)n2nc(C)cc2C)ccc(Cl)c1Cl | 6%

4 entries from above, with each value named.
Compound: COc1cccc(NC(=O)CNC(=O)c2cccs2)c1
  AmpC inh det: -3%
Compound: COc1cccc(C(=O)Nc2ccc(C(=O)O)cc2)c1
  AmpC inh det: -5%
Compound: CCCc1cc(=O)[nH]c(SCC(=O)N(C)CC(=O)Nc2ccccc2CC)n1
  AmpC inh det: -3%
Compound: O=C(c1ccccc1S(=O)(=O)NCc1ccccc1)N1CCCC1
  AmpC inh det: 9%

The listing continues:
SMILES | AmpC inh det
O=C1CCN(Cc2nnnn2CC2CCCO2)c2ccccc2N1 (centres undefined) | 2%
FC(F)(F)c1cc(-c2ccco2)nc(N2CCOCC2)n1 | -3%
Cc1cccc(NC(=O)C2CCCN(S(=O)(=O)c3cccc4cccnc34)C2)c1 (centres undefined) | 11%
CC(=O)c1ccc(OCC(O)CN2C(C)CCCC2C)cc1 (centres undefined) | 12%
O=C(O)C(Cl)Br (centres undefined) | 10%
CN(C)C(=O)c1ccc(-c2cc(NCc3ccccc3)ncn2)cc1 | 11%
Cc1ncc(CSC(=N)N)n1Cc1ccccc1 | -6%[5.75 µM]
COCCN1C(=O)C(=O)/C(=C(/O)c2cccc(S(=O)(=O)N(C)C)c2)C12C(=O)N(C)c1ccccc12 (centres undefined) | -4%
CC1(C)CC(N2CCC(=O)N(C3CC(C)(C)NC(C)(C)C3)C2)CC(C)(C)N1 | 4%
O=C(CC1Nc2ccccc2NC1=O)c1ccccc1 (centres undefined) | 8%
CC(C)CCNc1ncnc2c1nnn2Cc1ccccc1Cl | -4%
CCCOc1cc(C)c(S(=O)(=O)N2CCN(C)CC2)cc1C | -4%
O=C1CCCC/C1=C\Nc1ccc(Cl)cn1 | -6%
COc1cccc(C2C=C(c3ccc(OC)cc3OC)Nc3nnnn32)c1 (centres undefined) | -4%
O=C(NCCN1CCN(c2cccc(Cl)c2)CC1)c1cccn2c(=O)c3ccccc3nc12 | 1%
CCOC(=O)/C=c1\sc2n(c1=O)CCN=2 | -4%
CC(=O)Nc1ccc(NC(=O)CSC2=NCCS2)cc1 | -1%
CCCn1c(SCC(=O)OCc2ccccc2)nc2c1c(=O)n(C)c(=O)n2C | -3%
O=C(Cn1nnc2c(cnn2-c2ccc(F)cc2)c1=O)c1ccccc1F | -2%
O=C(Cn1cnc2c(nnn2Cc2ccc(F)cc2)c1=O)NCc1ccc2c(c1)OCO2 | 9%

(continued)
SMILES | AmpC inh det
COc1ccccc1NC(=O)CSc1nc2sc(C)c(C)c2c(=O)n1Cc1ccco1 | 0%
COc1ccc(NC(=O)C2CC(=O)N(C)C(=Nc3ccc4c(c3)OCO4)S2)cc1 (centres undefined) | 1%
O=[N+]([O-])c1ccc([C@@H](Nc2ccccc2)c2ccc3cccnc3c2O)cc1 | -2%[5.75 µM]
Cc1ccc(N(C(=O)c2ccc(Br)o2)C2C=CS(=O)(=O)C2)cc1 (centres undefined) | 12%
O=S(=O)(NC1c2cccc3cccc(c23)C1N1CCNCC1)c1ccccc1 (centres undefined) | 2%
CC1CCN(CCNC(=O)CN(C)S(=O)(=O)c2cccc3nsnc23)CC1 | -1%
CCc1ccc(NC(=O)CCN2C(=O)c3cccnc3C2=O)cc1 | -2%
Cc1c(C(=O)NCCN2CCOCC2)oc2ccccc12 | 0%
CCc1[nH]nc2c1C(c1cccc(OC(=O)N3CCOCC3)c1)C(C#N)=C(N)O2 (centres undefined) | 1%
NC(=S)N/N=C\c1c[nH]c2ccccc12 | -5%[5.75 µM]
Oc1ccc(CN2CCN(Cc3ccccc3)CC2)c2cccnc12 | 2%
Cc1ccc(Cn2c(CN(C)Cc3ccccc3)nc3c2c(=O)n(C)c(=O)n3C)cc1 | -5%
COc1cc(CC(=O)OCC(=O)Nc2ccc(S(=O)(=O)N3CCCC3)cc2)cc(OC)c1OC | -5%
CCOC(=O)c1ccc(OC(=O)CCCCCN=C(N)N)cc1 | 3%
CC1Cc2nc(SCC(=O)N3CCCc4ccccc43)n(C)c(=O)c2S1 (centres undefined) | 9%
c1ccc(Cn2c(NCc3ccco3)nc3ccccc32)cc1 | -3%
Cc1cnc(NC(=O)CSc2nnc(CNc3ccc(F)cc3)n2CC2CCCO2)s1 (centres undefined) | 6%
COc1ccc(C(=O)Cn2nnc(-c3ccccc3F)n2)cc1 | -3%
COc1cccc(Cn2c(=O)c(-c3ccc(F)c(F)c3)nc3cncnc32)c1 | -6%
Cc1ccc(C)c(OCCCN2CCCC2)c1 | -6%

(more compounds)
SMILES | AmpC inh det
COC(=O)C1=C(N)OC(C)=C(C(C)=O)C12C(=O)N(C)c1ccccc12 (centres undefined) | 0%
Cc1ccc(-c2nnc(SCC(=O)N3CC(C)CC(C)C3)o2)cc1C (centres undefined) | 3%
O=C(CCC(=O)c1cccs1)NCc1ccccc1 | -6%
CCCn1c(SCC(=O)c2ccc3c(c2)OCCO3)nnc1-c1ccco1 | 11%
CCOc1ccc2nc3c(cc2c1)CN(CCCO)C(=NCCOC)S3 | 12%
CN1CCN(c2ncnc3ccc(-c4cccnc4)cc23)CC1 | 9%
Cc1ccc(CNc2oc(-c3ccco3)nc2C#N)cc1 | -8%
COC(=O)[C@@]1(Cc2ccc(F)cc2)[C@H]2c3cc(C(=O)N(C)C)n(CCN4CCOCC4)c3C[C@H]2CN1C(=O)c1ccccc1 | 0%
CCS(=O)(=O)N1CCCC(C(=O)NCc2cccc(OC)c2)C1 (centres undefined) | -4%
O=C(CNC(=O)c1ccco1)NCC(=O)OCc1cccc(C(=O)Oc2ccccc2)c1 | -6%
C[C@H](Cc1ccc(O)c(O)c1)[C@@H](C)Cc1ccc(O)c(O)c1 | -5%&13%
CCN1CCN(C(c2cccs2)C(C)NC(=O)c2ccco2)CC1 (centres undefined) | 13%
Cc1cc(C)nc(SCC(=O)N2CCCCC2)n1 | 5%
O=C1NC2(CCCCC2)Oc2ccccc21 | 4%
Cc1c(NC(=O)CN2C(=O)C3C4C=CC(C4)C3C2=O)c(=O)n(-c2ccccc2)n1C (centres undefined) | 1%
CCOCC(=O)Nc1sc2c(c1C(=O)OCC)CCCC2 | 4%
COc1ccc(CNc2cc(-c3ccccc3OC)ncn2)c(OC)c1 | 4%
O=C(CC(SCCO)c1ccc2c(c1)OCO2)c1cccs1 (centres undefined) | 9%
COC(=O)C(C#N)C(=C1C(=O)CC(C)(C)CC1=O)c1ccc(O)cc1 (centres undefined) | 7%
CCNS(=O)(=O)c1ccc(NC(=O)c2ccccc2OCC)cc1 | -1%

More structures.
Structure	AmpC inh det
Cc1c(NS(=O)(=O)c2ccc(Br)s2)c(=O)n(-c2ccccc2)n1C	-3%
COc1cccc(OC)c1OCCOCCn1cnc2ccccc2c1=O	0%
COc1ccc(NC(=O)C(c2ccc(C)cc2)N(C)C(=O)c2cnccn2)cc1 (centres undefined)	-6%
Clc1ccc(OCc2nn3c(-c4ccco4)nnc3s2)cc1	-2%
COCCNc1nc(C)nc2c1nc(-c1ccccc1)n2CCN1CCCCC1	9%
O=C(NCC1CCCO1)C1CCN(S(=O)(=O)c2cccc3nonc23)CC1 (centres undefined)	7%
Cc1ccc(CC2S/C(=C(/C#N)C(=O)NCc3ccco3)N(c3ccccc3)C2=O)cc1 (centres undefined)	11%
COc1ccc(C2=NOC(C(=O)Nc3ccc(C)cc3)C2)cc1OC (centres undefined)	-3%
C=C(C)COc1ccc(-c2nc(N)ncc2Oc2ccccc2OC)c(O)c1	-1%
Cc1ccccc1CN1C(=O)C2(OCCCO2)c2ccccc21	-4%
N#Cc1c(N)sc2c1CCCCCC2	-6%
CCOC12NC(=O)CC(=O)N1C(c1ccccc1)=CS2 (centres undefined)	-5%

Other records:
Structure	AmpC inh det
O=C(Nc1ccccn1)C1(c2ccccc2)CCCC1	-3%
CC1CCN(C(=O)c2ccc(N(C)S(C)(=O)=O)cc2)CC1	0%
COc1ccc(S(=O)(=O)n2nc(OC(=O)c3ccco3)cc2N)cc1	-5%
CCOC(=O)c1c(C)n(C)c2ccc(O)c(CN(C)C)c12	-5%
CCOC(=O)CSc1nnc(-c2ccoc2C)n1-c1ccc(OCC)cc1	-2%
O=C(NCCCc1ccccc1)C1CC(=O)N(c2ccc3c(c2)OCCO3)C1 (centres undefined)	-3%
CCC(C)NC(=O)CS(=O)Cc1nc(-c2cccc(C)c2)oc1C (centres undefined)	13%
CCN(c1ccccc1)c1cc(C)nc2nc(C)nn12	2%
O=C(c1ccc2nc(N3CCOCC3)sc2c1)N1CCC2(CC1)OCCO2	10%
CN1C=CC2=C(C#N)C(N)C(C#N)(C#N)C(c3ccccc3)C2C1 (centres undefined)	10%
CCN(CC)CCCN1C(=O)c2oc3ccccc3c(=O)c2C1c1cccc(OC)c1OC (centres undefined)	-4%
Cc1cccc2cc3c(N)c(C(=O)N4CCOCC4)sc3nc12	-1%
COc1ccc(CCNC(=O)CSc2nnnn2-c2ccccc2OC)cc1OC	13%
Cc1cc(Cl)ccc1OCC(=O)O	-1%
